Assay outcomes as filed in PubChem BioAssay.
Mdm2 MdmX PPI = human Mdm2/MdmX binding inhibition | SaOS-2 split-luciferase Mdm2/MdmX complementation, luminescence | inhibition, % at 8 µM | AID 485346 | hit rate 3% among 330,000;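 active = inhibition of at least 50% at 8 µM in the primary screen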
EBI2 block = EBI2 (human) antagonism. P32249. EBI2 beta-arrestin recruitment, luminescence, 7a,25-OHC stimulated. inhibition, % at 5 µM. hit rate 0.81% among 360,000; in the data active = inhibition above about 38%;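 also: enzyme fragment complementation signal reports receptor beta-arrestin coupling in cells; 0% = agonist plus DMSO wells and 100% = wells without agonist; some results beyond the cut were filed as inactive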
Target sequence (P32249 whole entry, looked up, the tested form may be a part): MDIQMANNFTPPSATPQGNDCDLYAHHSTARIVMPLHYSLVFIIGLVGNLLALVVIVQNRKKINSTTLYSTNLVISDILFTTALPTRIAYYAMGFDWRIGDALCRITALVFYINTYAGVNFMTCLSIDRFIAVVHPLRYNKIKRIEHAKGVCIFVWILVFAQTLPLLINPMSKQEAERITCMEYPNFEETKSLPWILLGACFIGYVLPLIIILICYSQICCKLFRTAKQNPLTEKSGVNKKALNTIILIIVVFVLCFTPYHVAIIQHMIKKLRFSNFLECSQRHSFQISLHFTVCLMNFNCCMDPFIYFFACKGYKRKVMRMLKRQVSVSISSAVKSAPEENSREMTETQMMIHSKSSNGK
XBP1 UPR activ = adaptive UPR (XBP1) activation; CHO-XBP1 luciferase reporter, IRE1-XBP1 UPR activation, luminescence; percent of tunicamycin response, DMSO as zero; hit rate 0.33% among 330,000; AID 463104; activation, % at 20 µM;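 active = versus positive control, 20 µM dose yields 30% or more activation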;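 also: 100% = tunicamycin at 10 µg/mL and 0% = DMSO only wells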
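Material: IRE1-XBP1 luciferase reporter CHO line / Quantity: one thousand reporter cells per well / Buffer or medium: F12 with 10% serum / Compound: 20 µM single concentration, DMSO 1% / Times: 6 h treatment, 37 °C / Detection: Steady-Glo luciferase glow luminescence, 10 min after reagent addition / Benchmarks: tunicamycin high, DMSO low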
CXCR6 block = CXCR6 (human) receptor inhibition; CHO-K1 PathHunter CXCR6 beta-arrestin, luminescence; O00574; AID 602244; hit rate 0.36% among 360,000; inhibition, % at 20 µM; in the data active = inhibition above about 34%, passing the limit was not always enough;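 also: antagonist mode with CXCL16 agonist at 10 nM final; 0% = 10 nM CXCL16 with DMSO and 100% = unstimulated wells without agonist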
Target sequence (O00574 whole entry, looked up): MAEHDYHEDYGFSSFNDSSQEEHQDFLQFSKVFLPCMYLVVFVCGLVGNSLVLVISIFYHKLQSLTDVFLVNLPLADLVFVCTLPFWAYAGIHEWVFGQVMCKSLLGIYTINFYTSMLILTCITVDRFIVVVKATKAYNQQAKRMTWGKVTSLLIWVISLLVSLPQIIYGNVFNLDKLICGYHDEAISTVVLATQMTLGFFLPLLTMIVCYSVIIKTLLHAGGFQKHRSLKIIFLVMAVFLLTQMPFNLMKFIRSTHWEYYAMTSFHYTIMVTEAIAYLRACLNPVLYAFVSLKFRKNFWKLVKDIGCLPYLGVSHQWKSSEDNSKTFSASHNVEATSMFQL
697 NFkB inh = lowers PMA/ionomycin-induced NF-kB signal in 697 B cells. 697 B-cell NF-kB luciferase reporter, 16 h. AID 435022. inhibition, % at 4 µM. hit rate 0.33% among 330,000; in the data active = inhibition above about 35%
Gli-Sufu antag = Gli-Sufu pathway antagonism. Sufu-KO-LIGHT fibroblasts, Gli luciferase reporter luminescence. inhibition, % at 5 µM. hit rate 0.74% among 340,000. AID 588413;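 active = inhibition above about 55%, limit read from the data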;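 also: 0% = DMSO-treated cells and 100% = wells with medium but no cells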
Jurkat NFkB inh = lowers PMA/ionomycin-induced NF-kB signal in Jurkat cells | AID 435003 | PMA/ionomycin-induced NF-kB luciferase reporter, luminescence | hit rate 0.53% among 330,000 | inhibition, % at 4 µM; in the data active = inhibition above about 50%
CHOP UPR activ = activators of apoptotic arm of unfolded protein response (CHOP) | activation, % at 10 µM | hit rate 0.34% among 330,000 | CHO-CHOP luciferase reporter, UPR activation, luminescence; percent of tunicamycin response over DMSO baseline | AID 449763;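 active = at 10 µM dose, activation of 40% or more, normalized to positive control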;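 also: 100% = tunicamycin at 10 µg/mL and 0% = DMSO alone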
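Evaluation: % reporter activation, DMSO baseline versus tunicamycin full activation; System: CHO-CHOP luciferase reporter cell line; Input: 500 cells/well; Incubation: 6 h compound treatment, 37 °C; Measured by: Steady-Glo luciferase luminescence; Dosing: one dose, 10 µM in 0.5% DMSO; Buffer or medium: F12 medium, 10% FBS; Benchmarks: positive tunicamycin 10 µg/mL, negative DMSO alone.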
CCR6 antagonist = blocks CCL20-driven beta-arrestin recruitment at human CCR6; P51684; CHO-K1 CCR6 PathHunter beta-arrestin, luminescence, CCL20-stimulated; inhibition, % at 20 µM; hit rate 0.49% among 340,000;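 active = compounds whose inhibition of the agonist-driven luminescence signal at 20 µM reaches about 50%, limit read from the data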;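 also: cells stimulated with CCL20 at 14 nM final; plate controls were DMSO with CCL20 for no effect and DMSO without agonist for full effect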
Target sequence (P51684 whole entry, looked up): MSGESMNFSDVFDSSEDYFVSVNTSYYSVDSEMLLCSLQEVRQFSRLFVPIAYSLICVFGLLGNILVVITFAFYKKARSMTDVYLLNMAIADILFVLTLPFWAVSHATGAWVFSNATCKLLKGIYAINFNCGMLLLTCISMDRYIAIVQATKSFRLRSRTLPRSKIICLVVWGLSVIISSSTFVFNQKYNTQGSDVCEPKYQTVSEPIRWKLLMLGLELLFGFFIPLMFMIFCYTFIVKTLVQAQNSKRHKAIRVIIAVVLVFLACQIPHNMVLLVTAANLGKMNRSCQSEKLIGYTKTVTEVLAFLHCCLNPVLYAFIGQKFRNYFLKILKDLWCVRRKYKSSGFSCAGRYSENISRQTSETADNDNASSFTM
Starred values were filed as active, the others as inactive; · = no result given.

SMILES	Mdm2 MdmX PPI	EBI2 block	XBP1 UPR activ	CXCR6 block	697 NFkB inh	Gli-Sufu antag	Jurkat NFkB inh	CHOP UPR activ	CCR6 antagonist
CC(CCc1ccccc1)NCC(O)c1cccc([N+](=O)[O-])c1 (stereo unspecified)	31	14	0	4	-3	17	4	1.3	1
CCOC(=O)C(=CNCC(=O)O)C(=O)OCC	3	2	-2	-8	6	7	-3	-0.9	-5
CC(=O)c1ccccc1NS(C)(=O)=O	6	-2	0	1	6	-4	-9	1.7	-5
COc1ccc(NC(=O)CSc2nnc(-c3ccc(C)cc3)n2N)cc1	13	-2	2	-4	13	3	-4	-1.3	6
CCOC(=O)c1ccccc1NC(=O)CSc1nc2ccccc2c(=O)[nH]1	10	-2	1	-10	10	9	2	0.1	6
O=C1NC(=S)NC1=Cc1ccc(O)cc1	·	4	·	14	·	10	·	·	22
Cn1c(SC2CCCCC2=O)nnc1-c1ccccc1F (stereo unspecified)	-3	4	-3	4	-6	-6	1	-0.8	5
Cn1c(=O)[nH]c2ccc([N+](=O)[O-])nc21	-8	-9	-2	6	-16	0	13	-0.3	-2
COc1ccc(NC(=O)c2ccc(CN3CCc4ccccc4C3)cc2)c(OC)c1	26	-1	-2	-12	8	-10	12	1.5	14
CCN(CC)S(=O)(=O)c1ccc(-c2nnc(SCC(=O)Nc3ccc(OC)c(OC)c3)o2)cc1	5	-15	-1	4	-5	-2	2	-1.0	-3
CCOC(=O)c1oc2ccc(Br)cc2c1COC(=O)C1=COCCO1	-2	-1	5	-9	1	-6	1	-0.9	9
O=C1CCCCN1CC(=O)N1CCCC(Nc2ccc(F)cc2)C1 (stereo unspecified)	20	9	-2	4	2	-1	12	4.2	16

7 structures from above, sorted by length of the SMILES, rising.
SMILES	Mdm2 MdmX PPI	EBI2 block	XBP1 UPR activ	CXCR6 block	697 NFkB inh	Gli-Sufu antag	Jurkat NFkB inh	CHOP UPR activ	CCR6 antagonist
O=C1NC(=S)NC1=Cc1ccc(O)cc1	·	4	·	14	·	10	·	·	22
Cn1c(SC2CCCCC2=O)nnc1-c1ccccc1F (stereo unspecified)	-3	4	-3	4	-6	-6	1	-0.8	5
Cn1c(=O)[nH]c2ccc([N+](=O)[O-])nc21	-8	-9	-2	6	-16	0	13	-0.3	-2
O=C1CCCCN1CC(=O)N1CCCC(Nc2ccc(F)cc2)C1 (stereo unspecified)	20	9	-2	4	2	-1	12	4.2	16
CCOC(=O)c1oc2ccc(Br)cc2c1COC(=O)C1=COCCO1	-2	-1	5	-9	1	-6	1	-0.9	9
COc1ccc(NC(=O)CSc2nnc(-c3ccc(C)cc3)n2N)cc1	13	-2	2	-4	13	3	-4	-1.3	6
CCOC(=O)c1ccccc1NC(=O)CSc1nc2ccccc2c(=O)[nH]1	10	-2	1	-10	10	9	2	0.1	6

Carrying on:
SMILES	Mdm2 MdmX PPI	EBI2 block	XBP1 UPR activ	CXCR6 block	697 NFkB inh	Gli-Sufu antag	Jurkat NFkB inh	CHOP UPR activ	CCR6 antagonist
COc1ccccc1/C=C/CN1CCN(Cc2ccc(F)cc2)C(CCO)C1 (stereo unspecified)	-3	13	-2	3	18	-18	4	-0.7	1
COC(=O)c1[nH]c2ccc(Cl)cc2c1NC(=O)CCN1CCN(C2CCCCC2)CC1	25	5	1	8	-18	17	-1	-1.5	3
CCN(CC)CCNC(=O)C(=O)Nc1ccc2c(c1)N(S(=O)(=O)c1cccs1)CCC2	3	-4	1	-1	4	24	39	1.7	9
COc1ccc(NC(=O)c2ncn[nH]2)cc1	-1	10	-2	-3	0	-12	-8	0.8	-2
NS(=O)(=O)c1ccc(CNC(=O)CNC(=O)Cc2ccccc2)cc1	-23	-6	3	1	22	-12	-20	-0.1	7
O=C(Nc1cccc(F)c1)NC1CCN(Cc2ccccc2)CC1	6	2	2	-1	0	-3	-12	0.0	-1
C/C(=N\NC(=O)Cc1cc(=O)[nH][nH]1)c1cccc([N+](=O)[O-])c1	-4	1	1	5	4	10	-7	-0.7	6
Cc1cc(C)cc(N(C(=O)c2csnn2)C(C(=O)NC(C)(C)C)c2cccnc2)c1 (stereo unspecified)	-12	-2	-3	2	-1	3	3	-1.2	10
NS(=O)(=O)c1ccc(CCNC(=O)C(=O)c2cn(CC(=O)N3CCCC3)c3ccccc23)cc1	-2	0	-8	5	-8	2	17	2.1	9
Cc1occc1-c1nnc(SCC(N)=O)n1Cc1ccccc1	-7	10	2	-2	4	-3	9	-0.6	0
O=C(Nc1ccccc1)OCCCc1ccccc1	-16	8	2	0	-28	-38	-22	5.0	10
O=C1OC(C(=O)Nc2ccccc2)Cc2ccccc21 (stereo unspecified)	6	-5	2	6	-74	7	1	5.0	16
O=C1N[C@@H](Cc2cn(S(=O)(=O)c3c(F)c(F)c(F)c(F)c3F)c3ccccc23)C(=O)N[C@H]1Cc1ccccc1	1	·	-4	·	-31	·	-6	-0.9	·
COc1ccccc1C(=O)Nc1ccc(C(=O)Nc2ccccc2C(=O)O)cc1	33	4	1	-11	19	7	3	1.2	-14
COc1ccc(-c2nc(CS(=O)CC(=O)NCCCN3CC(C)CC(C)C3)c(C)o2)cc1OC (stereo unspecified)	19	-7	2	1	-16	-6	-21	0.4	11
Cc1[nH]n(-c2ccccc2)c(=O)c1N=Nc1ccc(Cl)cc1	1	14	2	18	-20	11	-8	1.5	7
CC(=O)c1cn(-c2ccc([N+](=O)[O-])cc2)c(=O)n(C)c1=O	27	-2	1	-16	5	5	12	-1.7	-7
CN(Cc1ccccc1)C(=O)c1cccc(N2C(=O)NC3CC2(C)Oc2ccccc23)c1 (stereo unspecified)	-17	-7	0	0	5	-1	0	-1.7	-4
O=C(CCS(=O)(=O)c1ccc(Br)cc1)N1CCN(c2ccccc2Cl)CC1	16	5	-2	7	8	9	10	-0.6	8
COc1ccc(OC)c(NC(=O)c2cc3ccccc3o2)c1	8	0	-1	-3	5	-7	-32	0.6	-12
CCC1Sc2ccccc2N(CC(=O)NC2CC2)C1=O (stereo unspecified)	-14	-7	-1	2	23	1	1	-0.5	7
COc1ccccc1CNC(=O)CSc1ncc(C(=O)Nc2ccccc2)c(=O)n1C	13	9	-2	28	-11	9	-13	5.6	21
COc1ccc(S(=O)(=O)NC2CCCC2)cc1NC(C)=O	-4	-7	1	-1	-25	-27	1	0.8	8
O=[N+]([O-])c1cc(Cl)ccc1N1CCOCC1	14	0	1	5	5	-9	-2	-0.6	18

Look-ups from above:
COc1ccccc1C(=O)Nc1ccc(C(=O)Nc2ccccc2C(=O)O)cc1 – CCR6 antagonist: -14
COc1ccc(NC(=O)c2ncn[nH]2)cc1 – XBP1 UPR activ: -2
Cc1cc(C)cc(N(C(=O)c2csnn2)C(C(=O)NC(C)(C)C)c2cccnc2)c1 (stereo unspecified) – Gli-Sufu antag: 3

An excerpt of these results, with two lines to a compound.
Values run as follows: Mdm2 MdmX PPI, EBI2 block, XBP1 UPR activ, CXCR6 block, 697 NFkB inh, Gli-Sufu antag, Jurkat NFkB inh, CHOP UPR activ, CCR6 antagonist
CC(=O)c1cn(-c2ccc([N+](=O)[O-])cc2)c(=O)n(C)c1=O
→ 27, -2, 1, -16, 5, 5, 12, -1.7, -7
CN(Cc1ccccc1)C(=O)c1cccc(N2C(=O)NC3CC2(C)Oc2ccccc23)c1 (stereo unspecified)
→ -17, -7, 0, 0, 5, -1, 0, -1.7, -4
O=C(CCS(=O)(=O)c1ccc(Br)cc1)N1CCN(c2ccccc2Cl)CC1
→ 16, 5, -2, 7, 8, 9, 10, -0.6, 8

(cont.)
SMILES	Mdm2 MdmX PPI	EBI2 block	XBP1 UPR activ	CXCR6 block	697 NFkB inh	Gli-Sufu antag	Jurkat NFkB inh	CHOP UPR activ	CCR6 antagonist
CCOCCCNC(=O)C1(O)c2ccccc2NC(=O)N1c1ccc(C)c(C)c1 (stereo unspecified)	-17	1	1	-1	-3	0	4	1.2	0
CSc1ncccc1C(=O)Nc1cc(Cl)ccc1N1CCOCC1	7	16	1	6	4	5	16	1.4	19
Cn1c(CC(=O)Nc2ccccc2F)nnc1SCC(=O)NC1=NCCS1	15	-2	-5	5	10	6	1	1.1	-1
COc1cc(C(=O)OCc2cccc(S(=O)(=O)N3CCOCC3)c2)ccc1OCC(C)C	9	23	-5	3	-2	-2	-4	0.5	15
CC1CCCCC1NC(=O)c1cn(C)c2ccc(S(=O)(=O)N3CCCC3)cc2c1=O (stereo unspecified)	4	11	-2	5	-3	5	0	-2.5	-4
CCOc1ccc(-c2nnc(SCC(=O)N(CC)CC)n2N)cc1	-25	-10	-1	2	-1	-2	8	-1.6	-5
COc1ccc(CN(C(=O)CCC(=O)N2CCCCC2)c2nccs2)cc1OC	18	0	-2	4	0	12	-1	0.7	-3
O=[N+]([O-])c1ccc(/C=N/Nc2nc(N3CCCCCC3)nc(N3CCCCCC3)n2)o1	6	-12	7	15	-6	13	6	28	35
O=C1CN(C(=O)COC(=O)CCC(=O)c2ccc(Cl)cc2)c2ccccc2N1	7	-4	0	-2	11	-7	6	-0.8	16
O=C(O)c1cc(S(=O)(=O)N2CCCC2)ccc1Br	-2	-4	-1	2	26	9	-18	0.4	-14
Cc1sc2ncnc(NCc3ccccc3)c2c1C	67*	-13	4	0	-67	-21	30	-1.0	-8
CCC(=O)Nc1ccc(NC(=O)c2ccccc2)nc1	-49	-3	-3	-4	-78	-45	-75	-2.2	1
COc1cc(OC)c2c(-c3ccccc3)cc(=O)oc2c1	28	9	-2	4	1	17	-10	-0.4	11
Cc1cc(C(=O)NCc2ccccc2F)c2ccccc2n1	11	7	-3	7	-4	24	-4	0.3	14
CN(CCNC(=O)C1CCN(c2ncnc3c2nc2n3CCCCC2)CC1)Cc1ccccc1	19	0	-9	6	-2	31	18	1.7	11
C/C(=N\Nc1ccc([N+](=O)[O-])cc1)c1ccc(C#N)cc1	-2	20	0	11	0	-1	3	-0.5	17
COc1ccc(-n2nnnc2SCc2nc3ccccc3s2)cc1	-8	15	3	3	-100	9	-73	-0.4	7
COc1ccc(-n2ncc3c(=O)n(CC(=O)Nc4ccc5c(c4)OCCO5)cnc32)cc1	30	6	3	3	10	36	-5	0.4	7
COc1ccc(-c2cn(-c3cccc(C)c3)c(=O)[nH]2)cc1OC	-29	5	1	-4	-28	2	0	1.5	0
O=C(NCCC1=CCCCC1)C1CCN(C(=O)c2ccc(Br)cc2)CC1	-4	27	-1	7	-4	5	1	-0.3	12
CCSc1nnc(N2C(=O)CC(c3ccsc3)C3=C2CC(C)(C)CC3=O)s1 (stereo unspecified)	-25	3	4	-2	-9	-1	-15	-0.4	4
Cc1cccc(-n2ncc3c2CCCC3NC(=O)C2=CC(=O)CC(C)(C)O2)c1C (stereo unspecified)	6	16	-9	7	-15	58*	21	-0.1	1
Cc1ncc(S(=O)(=O)c2ccccc2)c(-c2ccccc2)n1	7	-5	4	1	23	5	-8	-2.2	12
COc1cc(/C(C#N)=C/c2cccc3ccccc23)c([N+](=O)[O-])cc1OC	37	7	0	6	-1	9	2	5.3	4
